Giardia kill: Giardia lamblia killing; 340,000 compounds, 0.15% hits; Giardia lamblia trophozoite viability; activity change, % at 7.66 µM, hits read low; AID 540267; in the data active = activity change below about -80%; inconclusive = between about -30% and that limit;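 note: parasites exposed to compound for two days anaerobically before the ATP read; % is set by controls: 0 for no effect and ±100 for the full control effect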
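ATP-content bioluminescence gauges trophozoite survival. Cells (100/well) receive compound and incubate anaerobically for 48 hrs at 37 deg C; detection reagent follows for 15-30 min at room temperature.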
PKM2 act: PKM2 (human) enzyme activation. Potency, µM (series often up to 57.5 µM), inactives show top-dose activation, usual class: activators. 260,000 compounds, 0.34% hits. purified PKM2, Kinase-Glo ATP luminescence, activation; response scale: 0% is enzyme alone, no compound; note: potency is the fitted concentration of half-maximal effect; % is set by controls: 0 for no effect and ±100 for the full control effect; nearly all actives have a fitted effect of over 55% in size
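Purified hPK-M2 (>95% pure) converted ADP (0.1 mM final) to ATP with 0.5 mM PEP in 50 mM imidazole pH7.2, KCl, MgCl2, Tween 20, BSA; 1 h at room temperature. ATP detected by Kinase-Glo luminescence.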
FBPA coupling cs: counter-screen for Giardia aldolase inhibitors: coupling enzyme system. coupling enzyme system counterscreen, AmpLite Red fluorescence. 290,000 compounds, 0.67% hits. activity change, negative = inhibition, % at 58.2 µM, hits read low; in the data active = activity change below about -30%; note: % is set by controls: 0 for no effect and ±100 for the full control effect
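Compounds tested against the coupling enzymes alone at 57.5 uM final; readout was AmpLite Red fluorescence (525/598 nm) after 20 min at RT.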
Integrin act MD: activators of alpha7 integrin expression for muscular dystrophy. AID 624291. 350,000 compounds, 0.064% hits. alpha7betagal myoblasts, beta-gal FDG fluorescence, 48 h. Potency, µM (series often up to 38.3 µM), inactives show at the top dose activation, actives largely listed as activators;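 note: potency is the fitted concentration of half-maximal effect; 100% = response of the positive control SU9516; nearly all actives have a fitted effect of over 60% in size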
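Alpha7betagal+/- myoblasts (passage 13) were plated 16-24 hr, then exposed to compounds (1:260 dilution of DMSO stock) for 48 hours at 37C. After MPER lysis, β-galactosidase reporter activity was read as FDG fluorescence (ex 480/em 540) after 30 minutes.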
Tb PFK inh: T. brucei PFK enzyme inhibition | O15648 | 330,000 compounds, 0.17% hits | Potency, µM (doses to about 57.5 µM), without a hit: at the highest dose activity, negative = inhibition, usual class: inhibitors | AID 485367 | T. brucei PFK, ADP-Glo luminescence;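 note: potency is the fitted concentration of half-maximal effect; 0% = uninhibited 1x PFK enzyme wells and -100% = no-enzyme wells; nearly all actives have a fitted effect of over 60% in size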
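ADP-Glo luminescence quantified ADP after 45 min at room temperature, with 1.25 nM T. brucei PFK, 0.1 mM ATP and 0.5 mM fructose-6-phosphate in pH 8.0 TEA buffer. qHTS titrations up to 57 µM; curves classified by quality.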
TSG101-PTAP inh: blocks PTAP/TSG101 interaction to inhibit HIV-1 budding; Potency, µM (highest dose often 115 µM), without a hit: top-dose activity change, negative = inhibition, hits mostly inhibitors; AID 493005; Fluorescence polarization, FITC-PTAP peptide / Tsg101 binding; 340,000 tested, under 10 active; active = well fitted inhibition curve with a large enough effect in the main read-out, with a control signal flat, not every such curve was filed as active; inconclusive = small, poorly fitted or top-dose-only effect, or effect the other way, or a change in a side signal; inactive = no such curve, though single readings can be large or run the other way; note: potency is the fitted concentration of half-maximal effect; % of control where 0% means no effect
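Fluorescence anisotropy tracks displacement of a FITC-tagged PTAP peptide (50 nM) from the Tsg101 binding domain (10 uM), following a 20 min room-temperature incubation at pH 7.5.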
Menin MLL FP TR: inhibitors of human menin-MLL interaction, mutant MLL peptide | Menin + Texas Red MLL mutant peptide, fluorescence polarization | 270,000 compounds, 0.23% hits | O00255 | Potency, µM (series often up to 61.6 µM), inactives show at the highest dose FP activity change, negative = inhibition, usual class: inhibitors; active = well fitted inhibition curve with a large enough effect in the polarisation, with a control signal flat, not every such curve was filed as active; inconclusive = small, poorly fitted or top-dose-only effect, or effect the other way, or a change in a side signal; inactive = no such curve, though single readings can be large or run the other way; the % refers to the polarisation; note: potency is the fitted concentration of half-maximal effect; % of control where 0% means no effect; many of its hits are not listed in these tables
S-ASM inh: blocks human secretory acid sphingomyelinase; placental ASM, HMU-PC fluorogenic substrate, 60 min; Potency, µM (series often up to 57.5 µM), for the others: top-dose activity change, negative = inhibition, hits mostly inhibitors; 340,000 compounds, 0.006% hits; AID 504937; note: potency is the fitted concentration of half-maximal effect
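HMU-PC0 cleavage (9 uM final) by human placental ASM, 60 min at 37 °C following 10 min compound exposure at RT; stopped at pH 10, fluorescence Ex 386/Em 447 nm.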
B2AR arrestin: recruits beta-arrestin to the human beta2-adrenergic receptor. P07550. beta-arrestin recruitment to beta2AR, cell-based reporter. Potency, µM (highest dose often 46.1 µM), without a hit: at the top dose activation, most hits filed as activators. 330,000 compounds, 0.02% hits. AID 492947;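 note: potency is the fitted concentration of half-maximal effect; 0% = DMSO controls and full agonism = EC100 isoproterenol or metaproterenol; nearly all actives have a fitted effect of over 65% in size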
Target sequence (P07550 whole entry, looked up): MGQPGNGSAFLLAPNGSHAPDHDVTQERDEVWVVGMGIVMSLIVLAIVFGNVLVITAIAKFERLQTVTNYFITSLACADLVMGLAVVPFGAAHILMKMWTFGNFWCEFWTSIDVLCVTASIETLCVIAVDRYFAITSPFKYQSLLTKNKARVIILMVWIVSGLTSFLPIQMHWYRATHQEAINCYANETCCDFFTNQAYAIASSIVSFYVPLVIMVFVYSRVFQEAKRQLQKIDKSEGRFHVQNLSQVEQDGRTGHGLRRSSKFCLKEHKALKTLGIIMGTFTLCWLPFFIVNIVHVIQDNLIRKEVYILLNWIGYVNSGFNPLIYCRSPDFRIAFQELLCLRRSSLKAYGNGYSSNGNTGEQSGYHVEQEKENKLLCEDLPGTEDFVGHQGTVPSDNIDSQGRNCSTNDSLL
GALK inh: galactokinase (human) inhibition; P51570; Purified GALK, Kinase-Glo residual ATP luminescence; Potency, µM (top dose mostly 57.5 µM), for inactives: at the highest dose activity change, negative = inhibition, actives largely listed as inhibitors; 270,000 compounds, 0.007% hits; note: potency is the fitted concentration of half-maximal effect; % is set by controls: 0 for no effect and ±100 for the full control effect
Target sequence (P51570 whole entry, looked up): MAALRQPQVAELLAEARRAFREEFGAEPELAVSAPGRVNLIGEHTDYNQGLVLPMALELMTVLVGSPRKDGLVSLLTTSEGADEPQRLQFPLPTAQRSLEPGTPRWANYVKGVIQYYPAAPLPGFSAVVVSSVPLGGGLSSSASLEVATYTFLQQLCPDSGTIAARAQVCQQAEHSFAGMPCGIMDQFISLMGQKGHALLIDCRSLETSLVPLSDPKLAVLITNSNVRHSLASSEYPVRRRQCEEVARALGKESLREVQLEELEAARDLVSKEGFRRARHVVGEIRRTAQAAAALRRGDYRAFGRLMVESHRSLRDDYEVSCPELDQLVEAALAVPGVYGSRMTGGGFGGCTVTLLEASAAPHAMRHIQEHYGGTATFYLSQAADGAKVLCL
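ATP-depletion format; final 35 uM ATP, 100 uM D-galactose, 5 nM enzyme; pH 8.0 HEPES/Mg2+ buffer; 60 min RT; luminescence read 10 min after detection reagent.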
BCR signal inh: blocks chronic active B-cell receptor signaling; ABC-DLBCL IkBa-CBG/CBR reporter, luminescence ratio, 4 h; Potency, µM (titrated, usually from 46.1 µM), without a hit: top-dose ratio change, negative = lower green/red ratio, hits mostly inhibitors; 340,000 compounds, 0.05% hits; AID 493014; active = well fitted inhibition curve with a large enough effect in the signal ratio, with a control signal flat, not every such curve was filed as active; inconclusive = small, poorly fitted or top-dose-only effect, or effect the other way, or a change in a side signal; the % refers to the signal ratio;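 note: potency is the fitted concentration of half-maximal effect; plate controls were basal doxycycline-induced cells for no effect and cells given 10 µM MG132 for full effect; MG132 reads +100%, hits lower the ratio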
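TMD8 ABC-DLBCL cells carrying doxycycline-inducible green luciferase fused to IkappaBalpha plus unfused red luciferase were exposed to compounds (up to 46 uM) for 4 hrs at 37C. Activity came from the overlap-corrected green/red luminescence ratio.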
An asterisk follows results filed as active; ? = inconclusive; · = no result given; [ ] = dose if it differs, or a comment. Unless noted, calls come from the whole dose curve; as a rule, active = well fitted curve in the direction sought with a large enough effect; inconclusive = small, poorly fitted or top-dose-only effect, or another doubt; inactive = no such curve, though single readings can be large; an effect the other way counts as inactive or inconclusive.

SMILES	Giardia kill	PKM2 act	FBPA coupling cs	Integrin act MD	Tb PFK inh	TSG101-PTAP inh	Menin MLL FP TR	S-ASM inh	B2AR arrestin	GALK inh	BCR signal inh
CCCOC(=O)c1ccc(NC(=O)CSC2=Nc3ccccc3C3CC=NN23)cc1 (stereo not drawn)	7	4%	2	0%	-1%	1%	6%	-27%	0.2%	0%	?
CC(/C=N/NC(=O)c1cccs1)=C\c1ccco1	0	6%	-16	?	0%	-4%	?	8%	0.2%	-2%	?
CN(c1ccccc1)S(=O)(=O)c1cccc(NC(=O)CN2C(=O)NC3(CCCC3)C2=O)c1	0	·	·	-14%	-1%	-2%	·	0%	0.0%	·	0%
CCOC(=O)C1CCN(C(=O)Nc2ccc(NC(=O)C3CCN(C(=O)OCC)CC3)cc2)CC1	-10	-11%	1	-2%	-9%	-4%	-24%	-5%	0.0%	0%	0%
O=C(O)c1ccc(NCc2ccncc2)cc1	-5	-4%	-1	25%	1%	-7%	-6%	2%	0.0%	-1%	1%
C#CCOc1c(Br)cc(/C=N/O)cc1OCC	9	-14%	-10	6%	1%	-6%	5%	-10%	-0.3%	-1%	14%
Cc1cccc(NC2=NCC(=O)N2Cc2cccs2)c1	13	-16%	1	-2%	0%	-3%	3%	-2%	0.0%	-2%	3%
Cc1ccn2c(=O)c(C(=O)O)cnc2c1	-17	?	1	1%	1%	-2%	·	24%	-0.5%	·	1%
CC1CCCC(NC(=O)C2N(CCCN3CCCC3)C(=O)C3C(C(=O)Nc4ccc(Cl)cc4)C4C=CC32O4)C1C (stereo not drawn)	-27	1%	0	-66%[inhibitor]	-2%	-6%	-2%	-5%	0.2%	-3%	6%
O=S(=O)(NCCN1CCOCC1)c1ccc(-c2ccc(S(=O)(=O)NCCN3CCOCC3)cc2)cc1	9	·	-2	?	3%	-4%	-1%	0%	0.4%	-3%	?
CCOC(=O)C(=O)NNc1cccc(C)c1C	17	3%	-1	7%	-2%	-1%	-5%	4%	-0.4%	1%	4%
CC1=CC(=O)N(c2ccn(C)n2)C1=O	-5	-6%	1	3%	-3%	-6%	·	-1%	5.1%	·	?
COc1ccc(NC(=O)Nc2ccc3c(c2)C(=O)N([C@@H](C)CO)C[C@@H](C)[C@@H](CN(C)S(=O)(=O)c2cn(C)cn2)O3)cc1	-16	·	·	20%	0%	-4%	·	-17%	-0.6%	·	?
COc1ccc(C(=O)NCCc2ccc(C)cc2)cc1OC1CCN(C(C)=O)CC1	-8	-2%	·	11%	-2%	-1%	·	4%	-0.2%	-2%	7%
Cc1ccc(-c2ccccc2NC(=O)CCl)o1	-16	?	-50*	-68%[inhibitor]	2%	-4%	-14%	3%	0.1%	·	?
CC(C)(C)c1ccc(OCC(=O)NCCN2CCCC2)cc1	-2	-4%	1	-21%	0%	-6%	·	1%	0.1%	1%	?
CCn1c(C)c(C(=O)c2ccccc2)c(C#N)c1C(=O)O	59[activator]	·	2	3%	2%	0%	8%	-2%	-0.1%	-5%	-3%
COc1ccc(C(=O)N/C(=C\c2cc(OC)c(OC)cc2[N+](=O)[O-])C(=O)NCC(=O)O)cc1	-18	1%	0	-10%	0%	1%	4%	1%	0.1%	4%	-1%
COC(=O)c1[nH]cnc1C(=O)c1ccccc1	2	0%	0	12%	-6%	-1%	-2%	6%	0.5%	0%	1%
CN(CCO)C1=CC(=O)CC(C)(C)C1	-1	20%	0	0%	1%	-3%	-14%	10%	0.1%	-4%	0%
Cc1ccc(NS(=O)(=O)c2ccc(Cl)s2)nc1	3	9%	·	?	-2%	0%	·	-4%	-0.2%	3%	-3%
Cc1ccc(S(=O)(=O)N(C)C)cc1NC(=O)COC(=O)Cc1cccs1	-22	·	·	5%	0%	0%	·	69%[activator]	3.4%	·	0%
COc1cc(NC(=O)Cn2ncc3c2-c2ccccc2OC3)cc(OC)c1OC	-2	6%	0	1%	-2%	-1%	-5%[11.7 µM]	0%	0.6%	2%	?
COc1ccccc1C(=O)NCCC(=O)Nc1ccc(C)cn1	11	1%	·	23%	3%	-10%	·	2%	-0.4%	-2%	-7%
COc1ccc(NC(=O)C2C3C=CC4(O3)C2C(=O)N(CCCN2CCCC(C)C2)C4C(=O)NC2CCCCC2)cc1 (stereo not drawn)	-11	·	1	11%	3%	-4%	-4%	0%	-0.1%	-3%	1%

The closing five records of the section above are carried over, then new ones follow:
SMILES	Giardia kill	PKM2 act	FBPA coupling cs	Integrin act MD	Tb PFK inh	TSG101-PTAP inh	Menin MLL FP TR	S-ASM inh	B2AR arrestin	GALK inh	BCR signal inh
Cc1ccc(NS(=O)(=O)c2ccc(Cl)s2)nc1	3	9%	·	?	-2%	0%	·	-4%	-0.2%	3%	-3%
Cc1ccc(S(=O)(=O)N(C)C)cc1NC(=O)COC(=O)Cc1cccs1	-22	·	·	5%	0%	0%	·	69%[activator]	3.4%	·	0%
COc1cc(NC(=O)Cn2ncc3c2-c2ccccc2OC3)cc(OC)c1OC	-2	6%	0	1%	-2%	-1%	-5%[11.7 µM]	0%	0.6%	2%	?
COc1ccccc1C(=O)NCCC(=O)Nc1ccc(C)cn1	11	1%	·	23%	3%	-10%	·	2%	-0.4%	-2%	-7%
COc1ccc(NC(=O)C2C3C=CC4(O3)C2C(=O)N(CCCN2CCCC(C)C2)C4C(=O)NC2CCCCC2)cc1 (stereo not drawn)	-11	·	1	11%	3%	-4%	-4%	0%	-0.1%	-3%	1%
Cc1nc(CC(=O)NNS(=O)(=O)c2cccc(Cl)c2Cl)cs1	0	·	·	11%	-2%	0%	·	-1%	0.3%	·	4%
O=C(COC(=O)c1cc([N+](=O)[O-])ccc1NCCO)c1ccc(Cl)cc1	45[activator]	4%	1	6%	-4%	0%	?	-5%	-0.4%	0%	1%
O=C(CN(Cc1ccccc1)S(=O)(=O)c1ccc(Br)cc1)NCc1ccco1	-15	-1%	-13	14%	0%	-4%	0%	0%	-0.7%	0%	?
CCN(CC)S(=O)(=O)c1cccc(C(=O)NC(C(=O)Nc2nnc(C3CC3)s2)C(C)C)c1 (stereo not drawn)	21	6%	-3	15%	7%	-13%	-2%	0%	-0.6%	3%	-3%
Cc1ccn2c(=O)nc(SCC(=O)Nc3ccc4c(c3)OCCO4)nc2c1	-8	·	·	-10%	-3%	0%	·	·	-0.2%	·	-9%
CCOC(=O)C1=C(COC(=O)C(CC)Oc2ccccc2)NC(=O)NC1C (stereo not drawn)	-9	·	·	-5%	-14%	-5%	·	0%	-0.4%	·	-2%
CC(Sc1nnc(N)s1)C(=O)NCc1ccc2c(c1)OCO2 (stereo not drawn)	14	·	·	10%	-12%	-2%	·	1%	-2.3%	·	0%
O=C(Cn1cnc2c(nnn2-c2ccc(F)cc2)c1=O)N1CCCC1	-5	-5%	2	-7%[7.66 µM]	-3%	0%	4%	2%	0.5%	3%	8%
COc1ccc(C2CC(c3ccccc3)n3nc(NC(=O)c4cccs4)nc3N2)cc1 (stereo not drawn)	-28	-9%	2	29%	-2%	-2%	1%	18%	-1.0%	-2%	0%
COc1ccc(NC(=O)C2=CCN(S(=O)(=O)c3ccccc3)CC2)cc1OC	21	-3%	-2	7%	0%	-7%	·	8%	-0.4%	-1%	4%
CCn1cc(CN2CCN(Cc3cccc(OC)c3)C(CCO)C2)c(C)n1 (stereo not drawn)	-7	-3%	-2	0%	-4%	-1%	3%	6%	-0.3%	3%	-3%
CCOc1ccc(S(=O)(=O)N2CCOCC2)c2ccccc12	6	1%[11.5 µM]	-1	-44%[inhibitor]	0%	-4%	-12%	1%	-0.2%	-5%	-13%
Cc1ccc(NC(=O)C2CCN(S(=O)(=O)c3ccc4c(c3)NC(=O)C(C)S4)CC2)c(Cl)c1 (stereo not drawn)	4	·	·	0%	-4%	27%	·	-7%	0.2%	-7%	7%
Cc1ccc(C)c(S(=O)(=O)N2CCN(C(=O)CSC(=S)N3CCCC3)CC2)c1	-2	·	·	-4%	-5%	-5%	·	4%	-1.0%	·	?
CC1=Nc2ccccc2N=C(NC(=O)CSC(=S)N2CCCCC2)C1c1ccccc1 (stereo not drawn)	14	2%	1	-6%	0%	-1%	·	1%	-0.4%	5%	?

Screening data deposited in PubChem by National Center for Advancing Translational Sciences (NCATS).

This is a subset; the hit share may differ from the screen's.
